GASC-1 inh: blocks human GASC-1 demethylase activity. inhibition, % at 2.35 µM. GST-JMJD2C(1-420) H3K9me3 demethylation, DELFIA europium. 0.069% of 330,000 active. Q9H3R0;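 active means more than half of a compound's replicate wells show inhibition beyond 50%, single wells judged on their own value; inconclusive means some, but no more than half, of replicates pass 50% inhibition; inactive means no replicate passes 50% inhibition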;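 further: signal counts dimethyl H3K9 product captured on neutravidin plate; 0% = median of DMSO wells and 100% = 0.3 times that DMSO median; strong numbers were not always called active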
Target sequence (Q9H3R0 1-420 limits assumed): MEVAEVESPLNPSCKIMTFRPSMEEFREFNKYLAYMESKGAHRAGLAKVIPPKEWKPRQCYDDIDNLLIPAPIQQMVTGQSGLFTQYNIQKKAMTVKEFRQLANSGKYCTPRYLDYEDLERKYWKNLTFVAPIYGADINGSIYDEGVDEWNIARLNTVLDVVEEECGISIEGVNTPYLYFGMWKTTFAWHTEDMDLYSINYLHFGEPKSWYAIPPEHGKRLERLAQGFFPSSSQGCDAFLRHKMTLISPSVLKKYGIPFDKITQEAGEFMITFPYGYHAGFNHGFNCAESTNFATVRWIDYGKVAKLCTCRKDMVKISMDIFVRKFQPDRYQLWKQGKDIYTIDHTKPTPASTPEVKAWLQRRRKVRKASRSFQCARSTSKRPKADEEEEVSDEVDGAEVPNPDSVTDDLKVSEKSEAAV
procasp3 activ: procaspase-3 (human) activation. recombinant procaspase-3 D3A, Ac-DEVD-pNA absorbance 405 nm. activation, % at 8.5 µM. 0.11% of 330,000 active;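 active means activation above the mean of all tested compounds plus 3 SD, cut at about 21% in these data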;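 further: 0% = DMSO alone and 100% = DMSO wells spiked with extra 5 µM PC-3 D3A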
Target sequence (P42574 whole entry D9A/D28A/D175A): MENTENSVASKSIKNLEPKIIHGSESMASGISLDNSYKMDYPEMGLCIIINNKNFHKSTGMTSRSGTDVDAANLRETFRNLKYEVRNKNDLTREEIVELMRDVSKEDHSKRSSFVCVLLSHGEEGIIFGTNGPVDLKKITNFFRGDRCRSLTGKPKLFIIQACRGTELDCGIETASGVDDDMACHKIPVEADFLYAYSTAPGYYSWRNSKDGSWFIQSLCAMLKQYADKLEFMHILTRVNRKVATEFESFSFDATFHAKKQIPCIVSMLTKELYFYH
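Technique: 405 nm absorbance of p-nitroaniline, reads at 0 and 120 min; Test system: Procaspase-3 D3A mutant; Incubation: 1 h enzyme-compound preincubation, then 2 h substrate reaction, 25 °C; Repeats: singlicate, each compound tested once; Benchmarks: low control DMSO wells, high control DMSO plus 5 µM PC-3 D3A.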
AHR act: activators of human aryl hydrocarbon receptor. activation, % at 5 µM. AHR-responsive luciferase reporter cells, luminescence. P35869. AID 2796. 2.5% of 320,000 active; in the data active means activation above about 47%;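 further: 0% = vehicle wells and 100% = reference agonist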
procasp7 counter: counter-screen for procaspase-3 activators: activators of human procaspase-7; P55210; recombinant procaspase-7, Ac-DEVD-pNA absorbance 405 nm; D23A/D198A/D206A triple mutant, cannot self-cleave; scale: DMSO 0, 5 µM enzyme 100; activation, % at 8.5 µM; 0.093% of 330,000 active; AID 463210;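 active means percent activation above the screen-wide mean plus 3 SD, cut at about 25% in these data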
Target sequence (P55210 whole entry D23A/D198A/D206A): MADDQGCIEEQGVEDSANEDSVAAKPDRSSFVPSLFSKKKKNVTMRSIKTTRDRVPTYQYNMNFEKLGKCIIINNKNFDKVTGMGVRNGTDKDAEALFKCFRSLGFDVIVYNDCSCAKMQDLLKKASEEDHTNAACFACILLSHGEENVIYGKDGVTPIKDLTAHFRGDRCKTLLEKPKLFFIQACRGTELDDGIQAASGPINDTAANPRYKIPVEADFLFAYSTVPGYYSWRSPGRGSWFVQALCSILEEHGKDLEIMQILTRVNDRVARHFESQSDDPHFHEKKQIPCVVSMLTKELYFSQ
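signal = Epi-absorbance of released pNA at 405 nm, two timepoints | assay system = Uncleavable procaspase-7 mutant enzyme | reagent = Ac-DEVD-pNA substrate, 400 µM as added | times = 1 h enzyme–compound preincubation and 2 h substrate reaction, both 25 °C | benchmarks = low DMSO alone, high DMSO plus 5 µM PC-7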
LAP4 TOR yeast: modulators of TOR pathway LAP4-GFP in S. cerevisiae | S. cerevisiae LAP4-GFP multiplex, flow cytometry GFP, 3 h; median GFP as percent of DMSO wells | 0.34% of 320,000 active | GFP response vs DMSO, % at 10 µM;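 active means GFP response vs DMSO above a set limit, about the screen mean plus 3 SD, cut at about 150% in these data; inconclusive means under 70 cell events counted for the yeast strain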
RPL19A-GFP yeast: alters RPL19A-GFP fluorescence in TOR pathway yeast screen; S. cerevisiae RPL19A-GFP strain, flow cytometry, 3 h; active compounds read low; percent response vs DMSO, % at 10 µM; 0.3% of 330,000 active; AID 2025;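 active means percent response vs DMSO below 50%; inconclusive means fewer than 70 events counted for the yeast strain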;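 further: median channel GFP fluorescence of the barcoded RPL19A-GFP strain; ratio of sample median GFP to plate DMSO average so 100% = DMSO; lower means less RPL19A-GFP as with rapamycin TOR inhibition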
CR mimetic SO: caloric restriction mimetics inhibiting age-related superoxide in yeast | S. cerevisiae aged cells, superoxide DHE fluorescence; active compounds read low | superoxide response (% of plate mean), % at 10 µM | 0.18% of 330,000 active | AID 2690;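 active means superoxide response under a set limit, about three screen SD below normal, cut at about 65% in these data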;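 further: yeast aged for seven days with compound at 30 °C before DHE staining; 100% = average MFI of all compound-treated wells on the plate with controls excluded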
MEP2-GFP yeast: yeast TOR pathway MEP2-GFP modulation; S. cerevisiae MEP2-GFP strain, flow cytometry GFP, 3 h; 100% = DMSO control level; GFP response vs DMSO, % at 10 µM; 0.51% of 330,000 active; AID 2016;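 active means GFP response versus DMSO above a set limit, roughly screen mean plus 3 SD, cut at about 180% in these data; inconclusive means fewer than 70 cells counted for a yeast strain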;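 further: median GFP fluorescence of the barcode-gated MEP2-GFP cells per well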
The depositor's hits bear a star; ? = inconclusive; . = no result given; & = joins results of further samples; [ ] = another dose, or the depositor's remark.

SMILES | GASC-1 inh | procasp3 activ | AHR act | procasp7 counter | LAP4 TOR yeast | RPL19A-GFP yeast | CR mimetic SO | MEP2-GFP yeast
COc1ccccc1NC(=O)Nc1nc(CC(=O)Nc2ccc(N(C)C)cc2)cs1 | -2 | -2 | 21 | 14 | 103 | 99 | 96 | 106
CCOC(=O)c1ccc(NC(=O)C2CC(=O)Nc3nc4ccccc4n32)cc1 (stereo unspecified) | -9 | 7 | -3 | 7 | 98 | 108 | 93 | 104
NC(=O)C1CCN(C(=O)c2ccc(-c3ccccc3Cl)o2)CC1 | 0 | -2 | 2 | -5 | 100 | 97 | 97 | 93
Fc1ccccc1CSc1nc2ncc(Br)cc2[nH]1 | 4 | 10 | 104* | 1 | 109 | . | 100 | 92
S=C(NCCCc1ccccc1)Nc1ccccc1Cl | -1 | -6 | -1 | -11 | 108 | 99 | 114 | 99
O=C(CCN1C(=O)/C(=C/C=C/c2ccccc2)SC1=S)Nc1nccs1 | . | -7 | 1 | 8 | 98 | 99 | 102 | 105
COc1ccccc1N1CCN(c2cc(=O)n(-c3ccc(Br)cc3)c(=O)[nH]2)CC1 | . | 9 | 1 | 1 | 107 | 105 | 68 | 104
O=C(O)Cn1c(O)c(C=Nc2ccccc2)sc1=S | 13&-3 | -6&-10 | 3&0 | -13&-12 | 104&99 | 103&99 | 95&91 | 100&98
COC(=O)c1ccc(/C=C/C(=O)OCC(=O)NCc2cccs2)cc1 | 4 | 6 | -1 | 1 | 117 | 99 | 95 | 108
O=c1c2ccccc2nc(N/N=C/c2c(O)ccc3ccccc23)n1O | 14 | 4 | 38 | 5 | 125 | 94 | 117 | 101
Cc1ccc(NS(=O)(=O)c2c(C)[nH]c(=O)[nH]c2=O)cc1C | 21 | 4 | -2 | 1 | 96 | 101 | 100 | 102
C=C1c2cc(OC)ccc2NC(=O)N1CC | -7 | -7 | 3 | -4 | 100 | 102 | 95 | 109
Cc1ccsc1/C=N\NC(=O)CC(=O)NCc1ccccc1 | 2 | -1 | 7 | 7 | 104 | 104 | 89 | 106
CCCCC(=O)Nc1ccc(C)c(S(=O)(=O)N2CCCCCC2)c1 | 8 | -3 | 1 | 12 | 106 | 94 | 83 | 102
Fc1ccc(C2=NOC(c3nnc(-c4ccccc4)o3)C2)cc1 (stereo unspecified) | 5 | 6 | -1 | -8 | 114 | 93 | 94 | 97
COc1ccccc1CNC(=O)c1cnccn1 | 0 | 3 | 0 | 5 | 103[may fluoresce violet] | 29*[may fluoresce violet] | 88 | 186*[may fluoresce violet]
CCS(=O)(=O)N1CCCC(c2nc(-c3cccc(OC)c3)no2)C1 (stereo unspecified) | 3 | 4 | 6 | -7 | 88 | 92 | 90 | 95
CCN(C(=O)COc1ccccc1)c1nnc(-c2cccnc2)s1 | ? | 4 | -2 | 4 | 111 | 100 | 83 | 108
COc1ccccc1NC(=O)N1c2ccccc2NC(=O)CC1C (stereo unspecified) | -23 | 5 | 2 | -3 | 105 | 95 | 106 | 97
CC12CCC(=O)N1C(C(=O)Nc1nnc(SCc3ccc(F)cc3)s1)CS2 (stereo unspecified) | -7 | 8 | 1 | -1 | 96 | 93 | 117 | 96
COc1ccc(Cc2n[nH]c(=S)n2NC(=O)Nc2ccc(Cl)c(Cl)c2)cc1 | . | -13 | 2 | -5 | 103 | 108 | 99 | 109
O=C(CN1CSCC1=O)N1CCN(S(=O)(=O)c2cccc(F)c2)CC1 | -1 | 6 | -1 | -4 | 98 | 98 | 93 | 97
Cc1ccc(S(=O)(=O)N(CC(=O)NCCC2=CCCCC2)Cc2ccccc2)cc1 | 0 | -5 | 0 | 2 | 95 | 94 | 90 | 93
CC(C)OCCCNC(=O)C(NS(=O)(=O)c1ccc2c(c1)c(=O)n(C)c(=O)n2C)c1ccccc1 (stereo unspecified) | -6 | -3 | -2 | -4 | 93 | 97 | 100 | 103
O=C(Cc1cccs1)N1CCCC(c2nc3c(nnn3Cc3ccccc3Cl)c(=O)[nH]2)C1 (stereo unspecified) | 23&6 | -8 | -2 | 4 | 95[may fluoresce violet] | 50*[may fluoresce violet] | 96 | 294*[may fluoresce violet]
O=Cc1ccccc1-c1cn(CN2C(=O)c3ccccc3C2=O)nn1 | -9 | 5 | 2 | -11 | 121 | 92 | 103 | 82
Brc1cc2c(cc1Br)OCCOCCOCCO2 | 15 | -8 | 0 | 1 | 100 | 98 | 94 | 98
COc1ccc(C(=O)Nc2cccc3cccnc23)cc1OC | -2 | -5 | 17 | 7 | 103 | 98 | 88 | 97
CC(C)C(=O)N1CCC2(CC1)Oc1ccc(Cl)cc1C(=O)C21CC(c2ccc(Cl)cc2)=NO1 (stereo unspecified) | -1 | 1 | 2 | 6 | 108 | 98 | 88 | 88
COCCn1c(=N)c(S(=O)(=O)c2ccc(F)cc2)cc2c(=O)n3cccc(C)c3nc21 | -3 | -16 | -2 | -21 | 93 | 97 | 93 | 94

In a second layout: entries from further up
Compound	GASC-1 inh	procasp3 activ	AHR act	procasp7 counter	LAP4 TOR yeast	RPL19A-GFP yeast	CR mimetic SO	MEP2-GFP yeast
O=C(CN1CSCC1=O)N1CCN(S(=O)(=O)c2cccc(F)c2)CC1	-1	6	-1	-4	98	98	93	97
Cc1ccc(S(=O)(=O)N(CC(=O)NCCC2=CCCCC2)Cc2ccccc2)cc1	0	-5	0	2	95	94	90	93
CC(C)OCCCNC(=O)C(NS(=O)(=O)c1ccc2c(c1)c(=O)n(C)c(=O)n2C)c1ccccc1 (stereo unspecified)	-6	-3	-2	-4	93	97	100	103
O=C(Cc1cccs1)N1CCCC(c2nc3c(nnn3Cc3ccccc3Cl)c(=O)[nH]2)C1 (stereo unspecified)	23&6	-8	-2	4	95[may fluoresce violet]	50*[may fluoresce violet]	96	294*[may fluoresce violet]

More entries
SMILES | GASC-1 inh | procasp3 activ | AHR act | procasp7 counter | LAP4 TOR yeast | RPL19A-GFP yeast | CR mimetic SO | MEP2-GFP yeast
CCOC(=O)CCC(=O)Nc1ncnc2c1C(c1ccccc1)c1c(ccc3ccccc13)O2 (stereo unspecified) | . | 10 | 3 | 7 | 102 | 96 | 108 | 99
Cc1ccc(N(CC(O)CON=C2c3ccccc3-c3ccccc32)S(C)(=O)=O)cc1 (stereo unspecified) | ? | 11 | 7 | 8 | 102 | 99 | 100 | 105
CC(C)(C)c1ccc(OCC(O)CSc2ncn[nH]2)cc1 (stereo unspecified) | -18 | -7 | -1 | 0 | 96 | 94 | 110 | 101
C=C(C)c1cccc(C(C)(C)NC(=O)NC2CCCC2)c1 | -2 | -3 | 1 | 6 | 93 | 102 | 96 | 108
COc1ccccc1/C=C1\SC(=S)N(CCC(=O)NNC(=O)c2ccccc2O)C1=O | -13 | -2 | 56* | -9 | 73 | 109 | 88 | 101
COc1cccc(NC(=O)CN(C)C(=O)c2cc(S(=O)(=O)NCc3ccccc3)ccc2C)c1 | 8 | -3 | -1 | 1 | 91 | 99 | 97 | 98
COC(=O)[C@@H](Cc1ccccc1)NC(=O)NCCc1ccccc1 | 2 | 8 | 1 | 2 | 101 | 100 | 81 | 103
CCc1nc2cccnc2n1-c1ccc(CC(=O)NCCOC)cc1 | 1 | -7 | -1 | 9 | 94 | 105 | 90 | 103
COc1ccc(CNS(=O)(=O)c2ccc3c(c2)N(C(C)=O)CC(C)S3)cc1 (stereo unspecified) | 4 | 2 | 0 | 5 | 106 | 99 | 102 | 106
CCOc1ccc(N2CC(C(=O)NC3=NCCS3)CC2=O)cc1 (stereo unspecified) | 6 | 3 | 1 | 3 | 82 | 88 | 92 | 83
Cn1c(CNC(=O)CNC(=O)c2ccc(F)cc2)cc(=O)n(C)c1=O | -19 | 4 | 1 | -1 | 104 | 100 | 85 | 101
CN1CCN(/N=C/c2ccc(Cl)c(Cl)c2)CC1 | -5 | 0 | 1 | -7 | 92 | 92 | 114 | 92
CC(C)NS(=O)(=O)c1ccc(CCC(=O)N2CCC(C(N)=O)CC2)cc1 | -2 | -2 | 2 | -5 | 102 | 96 | 94 | 97
COCCCNC(=O)CCc1nc(-c2ccccc2Cl)no1 | -5 | 7 | -1 | 7 | 99 | 104 | 106 | 103
COc1ccc2c(c1OC)c(=O)n1c3ccc(OC(C)C(=O)NCCN4CCOCC4)cc3c3ccnc2c31 (stereo unspecified) | 6 | 0 | 0 | -7 | 108 | 102 | 121 | 102
CC(C)(C)n1nc2c(c1NC(=O)c1ccc(S(=O)(=O)N3CCCC3)cc1)CSC2 | 4 | 8 | 15 | 1 | 95 | 99 | 111 | 106
O=C(NC1CCCc2ccccc21)C12CC3CC(CC(O)(C3)C1)C2 (stereo unspecified) | -4 | -1 | -1 | 9 | 91 | 104 | 119 | 99
COC(=O)C(C)NC(=O)C1CCCN1S(=O)(=O)c1cc(C)c(Cl)cc1C (stereo unspecified) | 4 | 2 | -2 | -2 | 102 | 98 | 93 | 97
CN(/C=C/c1c([N+](=O)[O-])c(=O)n(C)c(=O)n1C)c1ccccc1 | -5 | 11 | 0 | 12 | 100 | 109 | 93 | 110
O=c1cc(N2CCN(c3ccc(F)cc3)CC2)[nH]c(=O)n1Cc1ccc(F)cc1 | 4 | 3 | 0 | -1 | 112 | 100 | 86 | 108
CCCCC(=O)Nc1ccc(NC(=O)c2ccc([N+](=O)[O-])cc2)cc1OC | 1 | 4 | 11 | 1 | 91 | 97 | 105 | 100
CCOC(=O)c1ccccc1NC(=O)c1ccc(NS(C)(=O)=O)cc1 | 2 | 1 | 4 | 0 | 108 | 94 | 108 | 100
O=C(ON=C1CCSCC1)c1ccccc1 | 0 | 3 | 0 | -1 | 111 | 106 | 86 | 115
COCc1cc(=O)[nH]c(/N=C(\N)Nc2cccc(Cl)c2)n1 | -5 | -8 | 35 | -3 | 107 | 102 | 99 | 116
O=C(OCc1nnc(-c2ccccc2)o1)c1cc(S(=O)(=O)N2CCOCC2)ccc1F | 4 | 0 | 0 | -3 | 103 | 106 | 108 | 106
O=S(=O)(Nc1ncccn1)c1ccc(Cl)cc1 | -11 | -2 | -1 | 1 | 92 | 101 | 102 | 104
CN(CC(=O)Nc1ccc(OC(F)(F)F)cc1)C(=O)Cn1c(=O)cnc2ccccc21 | -10 | 4 | 2 | -2 | 110 | 108 | 82 | 109
NCCCC[C@@H](C(=O)NCCCCCCCCCCC(=O)N1CCNCC1)n1cc(CCO)nn1 | -32 | 3 | 1 | -1 | 94 | 94 | 95 | 100
O=C(Oc1ccc2ccccc2c1)c1ccco1 | 11 | 8 | 7 | 10 | 89 | 94 | 93 | 99
COC(=O)COc1ccc(S(=O)(=O)N2CCc3ccccc3C2)cc1 | 5 | 6 | -1 | -2 | 95 | 92 | 93 | 95
COc1ccc(C(=O)NCc2ccncc2)cc1S(=O)(=O)NCc1ccc(Cl)cc1 | 3 | -10 | 1 | 3 | 104 | 91 | 85 | 96

Source: PubChem (several laboratories)
